Source: PubChem (several laboratories)
procasp7 counter: activates human procaspase-7, counter-screen for procaspase-3 activators | activation, % at 8.5 µM | 0.093% of 330,000 active | recombinant procaspase-7, Ac-DEVD-pNA absorbance 405 nm; D23A/D198A/D206A triple mutant, cannot self-cleave; scale: DMSO 0, 5 µM enzyme 100;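 active = percent activation above the screen-wide mean plus 3 SD, cut at about 25% in these data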
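Detection: p-Nitroaniline absorbance at 405 nm, read at 0 and 120 min; system: Uncleavable procaspase-7 mutant enzyme; evaluation: % activation from two-timepoint absorbance difference, scaled to controls; times: 1 h enzyme–compound preincubation and 2 h substrate reaction, both 25 °C; buffer or medium: Zinc-free HEPES pH 7.4 with 300 mM NaCl, 0.01% Triton X-100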
GASC-1 inh: human JMJD2C demethylase inhibition. Q9H3R0. GST-JMJD2C(1-420) H3K9me3 demethylation, DELFIA europium. inhibition, % at 2.35 µM. 0.069% of 330,000 active. AID 2099;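 active = more than half of a compound's replicate wells show inhibition beyond 50%, single wells judged on their own value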;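 note: signal counts dimethyl H3K9 product captured on neutravidin plate; 0% = median of DMSO wells and 100% = 0.3 times that DMSO median; strong numbers were not always called active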
CTSL1 counter: cathepsin L1 inhibition, PFM18AAP counter-screen. recombinant F. hepatica cathepsin L1, Z-Leu-Arg-MCA fluorescence. inhibition, % at 5.96 µM. 0.49% of 300,000 active. AID 1906;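 active = inhibition above the mean of all tested compounds plus 3 SD, set per screening campaign, cut at about 17% in these data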;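 note: 0% = plate median of test compound wells and 100% = 1 µM Z-Phe-Ala-diazomethylketone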
Efflux pump inh: inhibitors of Candida antifungal efflux pumps expressed in yeast; S. cerevisiae Candida pump triplex, Nile Red efflux; inhibition, % at 10 µM; 0.44% of 330,000 active; AID 485275;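 active = plate passing quality check with inhibition over a set limit, or well fluorescence over plate mean plus 4 SD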;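 note: Nile Red retained in pooled yeast measured as flow cytometry median fluorescence; 0% = buffer negative control and 100% = Enniatin B positive control; higher means more Nile Red kept so more efflux inhibition; some compounds called inactive have numbers as strong as hits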
procasp3 activ: activators of human procaspase-3; recombinant procaspase-3 D3A, Ac-DEVD-pNA absorbance 405 nm; activation, % at 8.5 µM; 0.11% of 330,000 active;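 active = activation above the mean of all tested compounds plus 3 SD, cut at about 21% in these data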;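 note: 0% = DMSO alone and 100% = DMSO wells spiked with extra 5 µM PC-3 D3A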
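Test system: Procaspase-3 D3A mutant, all three cleavage aspartates alanine | Dosing: Single dose, 8.5 µM nominal compound, 0.8% DMSO | Schedule: 1 h preincubation, 2 h reaction | Technique: 405 nm absorbance of p-nitroaniline, reads at 0 and 120 min | Repeats: One well per compound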
HCV core dimer: blocks dimerization of HCV core protein; inhibition, % at 5 µM; TR-FRET GST/Flag-core106 dimerization, 1536-well; 0.33% of 300,000 active;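 active = inhibition above the mean of all tested compounds plus 3 SD, set per screening campaign, cut at about 45% in these data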
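Material: Tagged HCV core106 pair (GST and Flag) | Amount: GST-core106 13.5 nM, Flag-core106 17 nM | Medium: KF-containing HEPES buffer, pH 7.45, DTT, CHAPS, BSA | Reagent: Eu donor and XL665 acceptor anti-tag antibodies | Schedule: 4 h at 22.5 °C | Technique: Time-resolved FRET, ex 340 nm, em 617 and 671 nm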
TPT1 inh: inhibitors of Candida albicans tRNA 2'-phosphotransferase TPT1; recombinant caTPT1, FP RNA substrate dephosphorylation; inhibition, % at 5 µM; 0.81% of 300,000 active;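 active = inhibition above the mean of all tested compounds plus 3 SD, set per screening campaign, cut at about 24% in these data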;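 note: plate controls were DMSO alone for no effect and ferristatin control at 100 nM for full effect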
PP1 counter: counter-screen for PP5 inhibitors: inhibitors of human PP1-alpha; P62136; purified PP1alpha, OMFP fluorescence; inhibition, % at 6.7 µM; 0.9% of 320,000 active;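 active = inhibition above the mean inhibition of all tested compounds plus 3 SD, computed separately for each screening campaign, cut at about 15% in these data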
Target sequence (P62136 whole entry, looked up): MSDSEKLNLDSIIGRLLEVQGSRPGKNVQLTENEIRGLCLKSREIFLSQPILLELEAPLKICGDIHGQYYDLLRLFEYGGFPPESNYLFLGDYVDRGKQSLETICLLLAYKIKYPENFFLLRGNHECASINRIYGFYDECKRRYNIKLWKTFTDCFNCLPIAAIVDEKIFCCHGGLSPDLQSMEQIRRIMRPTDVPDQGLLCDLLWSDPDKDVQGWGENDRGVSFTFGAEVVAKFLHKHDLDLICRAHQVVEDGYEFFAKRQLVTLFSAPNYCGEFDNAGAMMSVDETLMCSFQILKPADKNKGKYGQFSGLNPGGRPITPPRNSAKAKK
PP5 inh: PP5 (human) phosphatase inhibition; purified PP5c, OMFP substrate fluorescence; P53041; inhibition, % at 6.7 µM; 0.18% of 320,000 active;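 active = inhibition above the campaign's mean inhibition across all tested compounds plus 3 SD, cut at about 9.5% in these data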;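 note: 0% = DMSO only and 100% = 100 µM cantharidin control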
Target sequence (P53041 whole entry, looked up): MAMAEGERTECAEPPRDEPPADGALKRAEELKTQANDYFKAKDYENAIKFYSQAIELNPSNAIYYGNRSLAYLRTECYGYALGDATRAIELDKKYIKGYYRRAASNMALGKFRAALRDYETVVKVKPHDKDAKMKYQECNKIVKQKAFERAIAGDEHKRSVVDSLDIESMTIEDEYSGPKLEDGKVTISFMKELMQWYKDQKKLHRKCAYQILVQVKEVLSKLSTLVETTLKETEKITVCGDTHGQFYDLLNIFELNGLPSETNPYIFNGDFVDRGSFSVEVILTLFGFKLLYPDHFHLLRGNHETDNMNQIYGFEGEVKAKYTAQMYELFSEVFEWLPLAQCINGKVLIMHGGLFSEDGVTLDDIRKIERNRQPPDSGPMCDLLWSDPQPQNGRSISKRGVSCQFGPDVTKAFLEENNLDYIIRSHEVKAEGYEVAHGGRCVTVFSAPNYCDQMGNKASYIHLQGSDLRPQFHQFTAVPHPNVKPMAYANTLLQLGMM
* hit, by the source's call; x = not tested or not shown; & = joins results of further samples. Random draw from the library; any-hit rate near 2.9%.

SMILES	procasp7 counter	GASC-1 inh	CTSL1 counter	Efflux pump inh	procasp3 activ	HCV core dimer	TPT1 inh	PP1 counter	PP5 inh
Nc1cc(=O)[nH]c(SCC(=O)NCC2CCCO2)n1 (stereo unspecified)	4	4	1	0.0	4	10	1	-1	-0.7
Cc1nc(N)c(Cc2ccc(Cl)cc2Cl)c(N)n1	1	4	7	0.5	-4	0	-1	-2	0.5
Clc1cccc(C2Nc3cccc4cccc(c34)N2)c1	-9	-5	-2	0.1	-4	47*	-5	3	-5.7
Cn1nnc(NC(=O)c2cccc([N+](=O)[O-])c2)n1	0	1	1	-0.1	-2	-1	-2	-1	0.1
O=C1N=C(N2CCOCC2)S/C1=C/c1cc2c(cc1[N+](=O)[O-])OCO2	-12	-1	8	0.2	-6	-17	1	-2	0.4
Cc1cc(NC(=O)CCC(=O)N(CC(=O)NC2CCCC2)Cc2ccc(F)cc2)no1	-1	1&-25	-3	0.0	1	0	-6	-3	-0.4
COc1ccc(C(=O)Cn2cnc3ccc(Cl)cc3c2=O)cc1F	6	63	-1	0.0	5	2	6	0	-0.6
Cc1cccn2c(CN3CCCN(C=O)CC3)c(C(=O)N(C)CCc3ccccc3)nc12	3	6	-2	0.0	5	0	-5	-1	2.5
Cc1cc(S(=O)(=O)N2c3ccc(F)cc3CCC2C)ccc1-n1cnnn1 (stereo unspecified)	3	2	5	0.1	-1	7	2	0	0.8
CC1=C(C(=O)OCC2CCCO2)C(c2ccccc2)C2=C(CC(C)(C)CC2=O)N1 (stereo unspecified)	-2	-4	2	-0.1	0	12	0	-4	2.2

Filtered by structure: the compounds so far with a halogen.
SMILES	procasp7 counter	GASC-1 inh	CTSL1 counter	Efflux pump inh	procasp3 activ	HCV core dimer	TPT1 inh	PP1 counter	PP5 inh
Cc1nc(N)c(Cc2ccc(Cl)cc2Cl)c(N)n1	1	4	7	0.5	-4	0	-1	-2	0.5
Clc1cccc(C2Nc3cccc4cccc(c34)N2)c1	-9	-5	-2	0.1	-4	47*	-5	3	-5.7
Cc1cc(NC(=O)CCC(=O)N(CC(=O)NC2CCCC2)Cc2ccc(F)cc2)no1	-1	1&-25	-3	0.0	1	0	-6	-3	-0.4
COc1ccc(C(=O)Cn2cnc3ccc(Cl)cc3c2=O)cc1F	6	63	-1	0.0	5	2	6	0	-0.6
Cc1cc(S(=O)(=O)N2c3ccc(F)cc3CCC2C)ccc1-n1cnnn1 (stereo unspecified)	3	2	5	0.1	-1	7	2	0	0.8

Continuation.
SMILES	procasp7 counter	GASC-1 inh	CTSL1 counter	Efflux pump inh	procasp3 activ	HCV core dimer	TPT1 inh	PP1 counter	PP5 inh
CCOCc1cnc(C)nc1NCC(=O)c1c(C)[nH]c2ccc(OC)cc12	-8	5	-4	-0.1	3	-1	0	-1	3.1
CC1CCC(N2CCN(S(=O)(=O)Cc3ccccc3)CC2)CC1 (stereo unspecified)	3	7	0	0.1	-1	7	1	4	1.3
CC(=O)N1CC(C)Sc2ccc(S(=O)(=O)NCc3ccc(Cl)cc3)cc21 (stereo unspecified)	2	-35	-2	-0.2	2	5	-3	1	0.7
O=C(CN1C(=O)NC(Cc2c[nH]c3ccccc23)C1=O)NCCc1ccccc1 (stereo unspecified)	7	-14	-2	0.1	-6	2	1	0	1.2
S=C(NC1CCCC1)NC1CC1	11	0	-2	0.1	0	-10	3	-7	0.9
O=C(NC1CCCC1)C(c1ccncc1)N(Cc1ccccc1)C(=O)Cc1cccs1 (stereo unspecified)	-5	-4	-2	0.0	5	-1	0	-2	1.7
O=c1cc(-c2ccccc2)nc2cc(-c3ccco3)[nH]n12	-8	33	-8	0.3	-3	-7	-6	5	0.5
Cc1cc(C(=O)Nc2c(F)c(F)c(F)c(F)c2F)n(-c2ccccc2)n1	4	2	2	0.2	9	-1	-3	0	2.3
COc1cc(NC(=S)N2CCC(C(N)=O)CC2)c(OC)cc1Cl	-11	1	0	-0.2	-14	-2	-5	-2	1.6
N#Cc1cc(Oc2ccc(Cl)cc2)c(N2CCOCC2)cc1C#N	-4	138	6	-0.1	4	3	-3	1	1.4

Grouped by structure: the compounds so far containing a nitro group on carbon (two)
SMILES	procasp7 counter	GASC-1 inh	CTSL1 counter	Efflux pump inh	procasp3 activ	HCV core dimer	TPT1 inh	PP1 counter	PP5 inh
Cn1nnc(NC(=O)c2cccc([N+](=O)[O-])c2)n1	0	1	1	-0.1	-2	-1	-2	-1	0.1
O=C1N=C(N2CCOCC2)S/C1=C/c1cc2c(cc1[N+](=O)[O-])OCO2	-12	-1	8	0.2	-6	-17	1	-2	0.4

Next part.
SMILES	procasp7 counter	GASC-1 inh	CTSL1 counter	Efflux pump inh	procasp3 activ	HCV core dimer	TPT1 inh	PP1 counter	PP5 inh
CCOC(=O)c1c(C)[nH]c(C(=O)CSc2nnc(-c3ccncc3)n2CC)c1C	-1	2	2	-0.1	1	7	-2	9	4.8
COc1ccc(OCc2csc(N)n2)cc1	7	8	4	-0.1	-7	-6	-3	-2	-0.5
COc1cccc(CN(C(=O)c2ccco2)C(C(=O)NC2CCCC2)c2cccnc2)c1 (stereo unspecified)	8	70	4	0.1	3	-2	-5	0	4.4
CCOc1ccccc1NC(=O)COC(=O)C(CC(C)C)N1C(=O)C2CC=CCC2C1=O (stereo unspecified)	2	3	-2	0.3	-15	-3	2	2	2.2
Oc1c(Br)cccc1/C=N/Nc1c(F)c(F)c(F)c(F)c1F	0	14	-1	-0.2	0	-6	-4	-5	2.7
CC(C)c1ccc(NC2CCCN(C(=O)c3cnsn3)C2)cc1 (stereo unspecified)	2	2	2	-3.2	8	-3	-1	-4	1.6
COC(=O)C1N[C@@H]([C@@H](NC(=O)COc2ccccc2)C(=O)NCc2ccccc2)SC1(C)C (stereo partly specified)	-6	-11	-4	x	4	-8	2	2	0.5
O=C(O)COc1ccc(C(=O)Cc2ccc3c(c2)OCCCO3)c(O)c1	12	3	4	-0.1	2	2	1	-1	1.0
Cn1cc(C(=O)c2ccc(Cl)cc2Cl)cc1C=O	4	4	-3	0.0	15	5	-8	-1	3.3
Cc1ccc(OCc2cc(C(=O)NCc3ccc(OC(F)(F)F)cc3)no2)cn1	-5	-18	2	-0.4	4	-2	-3	0	3.3
OCCN(Cc1ccccc1)C(=S)Nc1ccc(F)cc1	-9	3	6	-0.2	4	-4	-1	-8	0.2
CCCCCCNC(=O)CCCCCNS(=O)(=O)c1ccc(OC)cc1	3	-1	2	-0.1	1	-7	-4	-3	3.9
CCOc1ccccc1NC(=O)Nc1cccc(NC(C)=O)c1	0	3	1	-0.1	-5	0	1	1	-2.2
O=C(CSc1nc2cc(S(=O)(=O)N3CCOCC3)ccc2o1)NC1CCCc2ccccc21 (stereo unspecified)	-3	-4&7	0	0.1	-6	2	0	1	1.0
Cc1ccc(C(=O)NCc2nc3ccccc3[nH]2)o1	5	3	3	-2.4	4	4	2	-3	-0.6
CCN(c1ccccc1)S(=O)(=O)c1cccc(C(=O)O)c1	-2	-10	0	0.1	-3	-3	3	-3	7.9
CCOc1ccccc1CNn1cnnc1	-1	-1	-4	0.0	2	2	-1	-2	0.9
O=C1N(Cc2cccnc2)C[C@@H]2C[C@@H](c3cccc(C(F)(F)F)c3)N3CCC[C@@]123	0	-3	0	-0.1	5	8	1	0	0.1
CCOC(=O)c1c(C)[nH]c(C(=O)OCC(=O)NCc2ccccc2)c1C	-3	-5	x	-0.2	-6	x	x	x	x
COc1ccc(N2CCN(C(=O)c3c(-c4c(F)cccc4Cl)noc3C)CC2)cc1	-13	8	0	-0.2	1	-1	1	-9	-2.4
CC(C)c1ccc(N(CC(=O)NN=C2CCN(C)CC2)S(=O)(=O)c2ccccc2)cc1	4	5	-1	0.0	-1	3	-1	2	-2.3
CCCn1nnc(NC(=O)/C=C/c2ccco2)n1	3	9	4	0.1	-14	2	0	-6	-2.2
N#Cc1c(NCCCO)nc(NCc2ccccc2)c2c1CCN(Cc1ccccc1)C2	-25	-5	4	0.1	-15	5	-1	7	6.5
COC(=O)c1cc(COC(=O)c2cccnc2SC)oc1C	12	-8	0	0.1	1	-3	-1	1	0.2
CCOC(=O)C1(Cc2ccccc2C)CCCN(C(=O)c2sccc2C)C1 (stereo unspecified)	-3	-8	0	0.1	10	3	2	-4	-1.2
C=CCOc1c(Cl)cc(CNc2ccc(N(C)C)cc2)cc1OC	-19	0	-1	0.1	-8	-43	-4	8	3.2
Cc1ccc(C(=O)C2CCN(S(=O)(=O)c3c(C)noc3C)CC2)cc1	0	11	3	0.3	3	-2	-1	-3	1.4
COc1ccc(N2CCN(C(=O)CSc3nnc4c(C)cc5ccc(C)c(C)c5n34)CC2)cc1	4	-5	3	0.0	3	-3	4	-3	-0.9
Cc1ccc(NC(=O)CSc2n[nH]c(=O)n2C2CC2)cc1S(=O)(=O)N1CCOCC1	4	2	-15	-0.1	-5	-1	-2	2	-0.8
COc1cc2c(C(=O)N3CCN(c4ccccc4F)CC3)cn(C)c(=O)c2cc1OC	5	7	6	-0.1	4	1	2	0	-0.8
COc1cccc(C(=O)N/N=C/c2cn[nH]c2-c2ccc(OC)cc2OC)c1	-8	11	3	-0.1	1	-10	-4	3	2.7
Cc1cccc(NC(=O)CNC(=O)c2cccc(-n3cccc3)c2)c1C	3	2	3	0.2	-5	34	-1	-2	-0.5
O=C(NNC(=O)c1ccc(Cl)c([N+](=O)[O-])c1)c1ccncc1	6	4	-1	0.1	0	-6	1	-1	4.4
CCOC(=O)C1CCN(c2cc3c(cc2NC(=O)c2cc(OC)ccc2Br)n(C)c(=O)n3C)CC1	2	-1	2	0.1	-3	-4	-5	1	0.8
O=C(CSc1nc(=O)n(CCCN2CCOCC2)c2c1CCCC2)Nc1cccc(Cl)c1	1	-19	0	0.0	1	2	-2	-4	-1.6
O=C(Cn1cnc2c(nnn2Cc2ccc(Cl)cc2)c1=O)OCc1ccccc1	10	14	4	0.0	1	8	2	5	4.2
COc1ccc(NC(=O)c2cc(-c3ccc(C)cc3)on2)cc1	-11	-1	3	-0.1	-8	9	-1	1	-0.1
